# Lung fibro prol = antiproliferative effect on LL 47 fibroblasts – human, LL 47 cells, CellTiter-Glo luminescence, primary screen. LL 47 human lung fibroblast viability, ATP luminescence; stronger effect = lower value. viability, % at 10 µM. actives 1.1% (n = 85,000). AID 719, 2007;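 active = viability at or below 50% in the single dose screen; inactive = viability above 50%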;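 also: compound exposure lasted 72 h before the ATP readout; 100% = median luminescence of untreated cell-only wells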
#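 material = human LL 47 lung fibroblast cells | dosing = compounds added from tenfold dosing solution, 0.1% DMSO final | timing = overnight cell rest, 72 h compound treatment at 37 °C | measured by = CellTiter-Glo luminescence measuring cellular ATP | evaluation = % viability versus median cells-only luminescence | control set = cell-only wells, no compound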
# ERa SRC1 inh = ERα–SRC-1 coactivator interaction inhibitors, primary screen, biochemical, TR-FRET, ERα LBD, estradiol-bound; Estrogen receptor (Homo sapiens), P03372; TR-FRET ER-alpha LBD / SRC-1 peptide; inhibition, % at 25.6 µM; actives 1.7% (n = 86,000); in the data active = inhibition above about 50%;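 also: 0% = receptor plus peptide control and 100% = peptide only without receptor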
# Target sequence (P03372 whole entry, looked up, the tested form may be a part): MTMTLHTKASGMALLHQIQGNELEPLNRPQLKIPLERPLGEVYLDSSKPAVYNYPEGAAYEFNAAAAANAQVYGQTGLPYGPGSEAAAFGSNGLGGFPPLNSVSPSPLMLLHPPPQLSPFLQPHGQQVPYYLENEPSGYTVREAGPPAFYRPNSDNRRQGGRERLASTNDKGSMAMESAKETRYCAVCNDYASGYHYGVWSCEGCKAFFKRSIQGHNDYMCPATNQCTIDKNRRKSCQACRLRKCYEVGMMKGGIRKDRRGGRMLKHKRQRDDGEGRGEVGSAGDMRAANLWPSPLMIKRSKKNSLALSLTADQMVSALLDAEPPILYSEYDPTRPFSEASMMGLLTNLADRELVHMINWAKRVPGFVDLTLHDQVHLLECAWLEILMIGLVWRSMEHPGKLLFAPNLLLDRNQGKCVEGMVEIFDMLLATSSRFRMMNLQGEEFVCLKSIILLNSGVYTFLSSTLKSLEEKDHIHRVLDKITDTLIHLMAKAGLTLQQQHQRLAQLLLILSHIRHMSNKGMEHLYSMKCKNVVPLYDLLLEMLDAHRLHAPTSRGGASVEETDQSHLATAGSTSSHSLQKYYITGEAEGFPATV
# CD11b adhes inh = inhibitors of CD11b/CD18 adhesion to fibrinogen, primary screen, K562 cells, luminescence | Integrin beta-2 (Homo sapiens) + Integrin alpha-M (Homo sapiens), P05107+P11215 | ATPlite luminescence; Mn2+ added to activate the integrin | inhibition, % at 10 µM | actives 0.54% (n = 93,000);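 active = primary inhibition of 50% or more at 10 µM, then 40% or more on retest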; also: some results filed as inactive read as strong as hits
# CYP2C19 inh = blockers of cytochrome P450 2C19 activity – biochemical, luminescence, ADME assay, primary screen. P33261. CYP2C19 Supersomes, luciferin-H EGE luminescence, 30 min. inhibition, % at 5 µM. actives 21% (n = 96,000). AID 778, 2007;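 active = CYP2C19 inhibition above a set limit at 5 µM in the primary screen, cut at about 50% in these data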;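 also: plate controls were negative control wells for no effect and 2.5 mM tranylcypromine positive control for full effect; values of inactives mirror those of a sister screen read the other way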
# Target sequence (P33261 whole entry, looked up): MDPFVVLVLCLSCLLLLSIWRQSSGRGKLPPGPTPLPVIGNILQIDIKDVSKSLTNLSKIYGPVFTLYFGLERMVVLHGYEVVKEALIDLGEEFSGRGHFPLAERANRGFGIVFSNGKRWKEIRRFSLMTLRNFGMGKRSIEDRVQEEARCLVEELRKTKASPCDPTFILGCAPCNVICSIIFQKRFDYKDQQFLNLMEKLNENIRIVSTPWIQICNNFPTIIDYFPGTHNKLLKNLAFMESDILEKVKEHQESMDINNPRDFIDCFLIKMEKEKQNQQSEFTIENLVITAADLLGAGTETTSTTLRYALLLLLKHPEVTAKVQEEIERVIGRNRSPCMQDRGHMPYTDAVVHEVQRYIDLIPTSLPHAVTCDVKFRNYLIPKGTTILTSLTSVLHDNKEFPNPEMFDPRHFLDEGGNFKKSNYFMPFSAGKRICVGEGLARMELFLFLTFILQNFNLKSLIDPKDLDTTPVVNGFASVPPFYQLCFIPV
# ERa SRC1 pot = enhancers of ERα–SRC-1 coactivator binding, primary screen, biochemical, TR-FRET, ERα LBD, low estradiol; Estrogen receptor (Homo sapiens), P03372; TR-FRET ERalpha-LBD/SRC-Cy5 coactivator binding, 2 h; 100 = basal binding, no effect; coactivator binding (% of control), % at 25.6 µM; actives 1.3% (n = 86,000); in the data active = activity above about 200%;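 also: binding measured in presence of low estradiol as agonist stimulus; 0% = peptide alone without receptor and 100% = receptor with peptide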
# H69AR growth 86K = proliferation blockers of H69AR lung cancer cells, primary screen, cell-based, human, 86K library. H69AR lung tumor viability, ATP luminescence, 72 h; stronger effect = lower value. viability, % at 10 µM. actives 6% (n = 85,000). AID 598, 2007;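 active = viability at or below 40%; inactive = viability above 40%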;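 also: multidrug resistant small cell line overexpressing MRP-1 efflux transporter; 100% = mean luminescence of untreated control wells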
# Mac1 fbg enh = enhancers of CD11b/CD18 adhesion to fibrinogen, primary screen, K562 cells, luminescence. ATPlite luminescence. activation, % at 10 µM. AID 1499, 2009. Integrin beta-2 (Homo sapiens) + Integrin alpha-M (Homo sapiens), P05107+P11215. actives 0.07% (n = 93,000);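 active = 10 µM primary screen giving 50% or more activity, confirmed by 40% or more on retest at that dose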; also: strong numbers were not always called active
# CYP2C19 activ = human CYP2C19 activators, primary screen, biochemical, luminescence | recombinant CYP2C19, luciferin-H EGE luminescence; stronger effect = higher value; 0 = fully inhibited enzyme, 1 = untreated enzyme | activation factor at 5 µM | 96,000 tested, under 10 active;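 active = activation factor of at least 2 at 5 µM in the primary screen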;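 also: 0 = wells with 2.5 mM tranylcypromine and 1 = vehicle-only wells; values of inactives mirror those of a sister screen read the other way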
# HUVEC inhibit = inhibitors of HUVEC proliferation, primary screen, cell-based, 384-well | CellTiter-Glo luminescence, 72 h; stronger effect = lower value | actives 1.1% (n = 86,000) | viability, % at 10 µM (by protocol);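 active = viability at or below 30%; inactive = viability above 30%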;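 also: 100% = median luminescence of DMSO-only cell control wells on each plate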
# Numbers without * were called inactive; / = no result given; [ ] = dose if it differs, or a comment.
no.	Structure	Lung fibro prol	ERa SRC1 inh	CD11b adhes inh	CYP2C19 inh	ERa SRC1 pot	H69AR growth 86K	Mac1 fbg enh	CYP2C19 activ	HUVEC inhibit
1	O=C(COc1ccccc1Cl)N(Cc1ccco1)C1CCS(=O)(=O)C1 (stereo not drawn)	102	-2	15	14	107	98	-2	0.9	99
2	CNC(=O)COc1ncnc2sccc12	/	/	-11	0	/	/	-3	1	/
3	O=C(NCCC1=CCCCC1)C1CCN(S(=O)(=O)c2cnc[nH]2)CC1	100	-9	-2	78*	100	102	-4	0.2	88
4	CCc1nnc(NC(=O)C2CCN(c3nc(C)cc(C)n3)CC2)s1	96	-3	-7	-3	121	84	8	1	90
5	O=C(NC1CC1)c1c[nH]c2ccc(S(=O)(=O)Nc3cccc(C(F)(F)F)c3)cc2c1=O	96	11	/	15	66[fluorescence artefact?]	100	/	0.8	89
6	CC(C)C(=O)NC(c1ccco1)c1c(O)ccc2ccccc12 (stereo not drawn)	/	/	12	26	/	/	-1	0.7	/
7	COc1ccc(N2CC(O)=C(c3nc4ccccc4s3)C2=N)cc1	95	17[fluorescence artefact?]	5	11	121[fluorescence artefact?]	97	-6	0.9	80
8	COc1ccccc1NC(=O)N1CCN(c2ccccc2F)CC1	110	-7	-28	41	107	100	2	0.6	114
9	O=C(CCSCCC(=O)NCc1ccco1)NCc1ccco1	104	59*[fluorescence artefact?]	-10	16	93[fluorescence artefact?]	88	2	0.8	94
10	CCn1c(Cc2ccccc2)nnc1SCC(=O)Nc1ccc(N)cc1	99	2	11	20	96	86	-1	0.8	86
11	CC(=O)N/C(=C/c1ccccc1)C(=O)NCCO	/	/	1	16	/	/	-2	0.8	/
12	Cc1cc(C)c(C)c(OCC(=O)NCc2nc(-c3ccccc3)no2)c1	104	-2	-20	-4	125	96	1	1	97
13	Cn1cnnc1SCC(=O)NC(=O)NC1CCCC1	99	0	-13	27	101	98	-2	0.7	97
14	O=C(NCCCN1CCCC1=O)c1ccc2c(c1)ncn2C1CCCCC1	96	-8	/	/	100	95	/	/	104
15	Cc1cccc(N2C(N)=C(C#N)C(C#N)(C#N)C2c2ccccc2)c1 (stereo not drawn)	87	-6	12	20	80	64	-4	0.8	108
16	CN(C)CCOC(=O)Cc1ccc(Cl)cc1	98	-5[fluorescence artefact?]	-26	19	75	108	0	0.8	102
17	Nc1nnc(SCc2cc3c(cc2Cl)OCO3)s1	109	1	-7	70*	88	93	0	0.3	105
18	Cc1ccc2[nH]c(=O)c(CN(CC3CCCO3)C(=O)c3ccco3)cc2c1 (stereo not drawn)	100	0	-6	12	98	87	0	0.9	103
19	O=C(CSc1nnc(NC(=O)C2CCC2)s1)Nc1ccc(N2CCOCC2)cc1	91	1	-17	4	94	72	-1	1	55
20	O=C(NCc1ccccn1)c1cnc2sccn2c1=O	97	10	0	-13	94[fluorescence artefact?]	106	-5	1.1	91
21	CC(NC(=O)c1ccc(NS(C)(=O)=O)cc1)c1ccccc1 (stereo not drawn)	95	0[fluorescence artefact?]	-15	-6	99[fluorescence artefact?]	94	2	1.1	89
22	Cc1ccc(C(C(=O)NCc2ccco2)N(C(=O)CNC(=O)c2cccs2)c2c(C)cc(C)cc2C)cc1 (stereo not drawn)	/	/	-1	5	/	/	44	1	/
23	CON/C=C(\C=Nc1ccc(F)cc1)c1ncc(C(F)(F)F)cc1Cl	/	/	-1	-15	/	/	12	1.1	/
24	c1cnn(-c2nc(N3CCOCC3)nc(N3CCOCC3)n2)c1	49*	1	-7	-12	76	77	-1	1.1	58
25	COc1ccc(/C=N/NC(=O)C(=O)Nc2ccccn2)cc1OC	/	/	-4	-5	/	/	1	1	/
26	O=C(CNC(=O)C1CCCCC1)Nc1cc(Cl)cc(Cl)c1	/	/	-38	61*	/	/	5	0.4	/
27	CCC1CCc2c(sc(NC(=O)c3ccco3)c2C(N)=O)C1 (stereo not drawn)	96	7	/	/	124	44	/	/	85
28	CCOC(=O)c1c(NC(=O)CSc2nc3c(c(=O)n(C)c(=O)n3C)n2C(C)C)sc(C)c1C	86	-1	-25	9	98	55	3	0.9	94
29	COc1ccc(Br)cc1-c1noc(-c2ccncc2)n1	98	6	9	22	115	88	21	0.8	105
30	COc1ccc2c(c1)NC1(O)c3ccccc3C(=O)C21O (stereo not drawn)	102	-9[fluorescence artefact?]	-17	-9	113	88	0	1.1	98
31	Cc1cccc(-c2nc3c(c(SCC(=O)N4CCOCC4)n2)CCCC3)c1	93	-17	/	/	94	70	/	/	69
32	C[C@H](NC(=O)OC(C)(C)C)c1nnc(SCC(=O)Nc2ccc(Br)cc2)o1	91	1[fluorescence artefact?]	-16	62*	113	90	0	0.4	74
33	O=C1CC(=O)C(n2cncn2)C(c2ccc(Cl)cc2Cl)C1 (stereo not drawn)	/	/	-11	10	/	/	1	0.9	/
34	C=CCNC(=S)Nc1sc2c(c1C(=O)OCC)CCN(C(=O)OCC)C2	/	/	-1	-21	/	/	-1	1.2	/
35	CCCC(C)C(=O)Nc1ccc(C(N)=O)cc1 (stereo not drawn)	108	1	/	-14	110	96	/	1.1	93
36	Cc1ccccc1SCC(=O)NC1CCOC1=O (stereo not drawn)	104	-38	-12	6	83	96	-2	0.9	90
37	Cc1csc(SCC(=O)Nc2nc3ccccc3s2)n1	102	21	5	92*	78	86	-3	0.1	88
38	Cc1c(-c2ccc(F)cc2)nc(N)c(C#N)c1-c1cccs1	97	2[fluorescence artefact?]	/	-6	123[fluorescence artefact?]	47	/	1.1	97
39	CCN(CC)C(=O)N1c2ccccc2C=Cc2ccccc21	80	-4	0	63*	107	118	2	0.4	83
40	Cc1ccc(NC(=O)c2ccco2)c(NC(=O)c2cccs2)c1	112	-1	-9	-9	130	92	-2	1.1	100
41	CC(=O)Nc1ccc(Nc2nc(C)nc3c2oc2ccccc23)cc1	88	-2	-6	11	96[fluorescence artefact?]	73	-1	0.9	83
42	COC(=O)c1cc(-c2c(C)nn(-c3ccccc3)c2C)n[nH]1	93	-6	-16	-5	104	74	-2	1.1	93
43	Cc1cccc(NC(c2ccc(O)cc2)c2ccc3ccc(C)nc3c2O)n1 (stereo not drawn)	87	49	-20	42	320*[fluorescence artefact?]	67	0	0.6	77
44	COC(=O)c1ccc(C(=O)OCCCc2nc3ccc(N)cc3[nH]2)cc1	94	-3	/	/	95	77	/	/	87
45	O=C1CC(N2CCN(Cc3ccc4c(c3)OCO4)CC2)C(=O)N1c1ccccc1 (stereo not drawn)	97	-5	10	10	110[fluorescence artefact?]	101	0	0.9	97
46	CCOC(=O)c1csc(NC(=O)c2ccc(S(=O)(=O)N(C)C)cc2)n1	101	-6	-2	6	120	89	1	0.9	98
47	CCOc1cccc(-c2nn3c(-c4ccco4)nnc3s2)c1	96	19	4	14	135[fluorescence artefact?]	73	-5	0.9	88
48	CCCSc1nc2c(c(=O)[nH]c(=O)n2C)n1Cc1ccc(C)cc1	90	67*[fluorescence artefact?]	4	0	119[fluorescence artefact?]	68	4	1	57
49	CCOc1ccc(C2N(c3ccc(Cl)cc3)C(=O)C3CCCN32)cc1OC (stereo not drawn)	101	-1	7	65*	130	95	0	0.3	88
50	Cc1ccc(C(=O)CC2(O)C(=O)N(CN3CCOCC3)c3ccccc32)cc1 (stereo not drawn)	105	-5	-6	54*	131	85	-2	0.5	103
51	C=CCc1cccc2cc(C(=O)NC(C)(C)C)c(=O)oc12	95	-35	7	65*	98	97	-2	0.4	108
52	CCCCS(=O)(=O)NC1=NCN(CCOC(=O)c2ccccc2)CN1	109	-1	/	/	103	106	/	/	106
53	CC(C)NC(=O)CSc1nc2ccccc2c(=O)n1CCCOC(C)C	100	-1	-9	18	138	93	0	0.8	98
54	CCN(CC(=O)Nc1ccc2c(c1)OCCO2)C(=O)CC1CCCC1	/	/	-2	41	/	/	2	0.6	/
55	COc1ccc(CCc2nc(-c3ccc(-n4cccc4)cc3)no2)cc1	102	-7	62*	-19	123	62	12	1.2	88
56	CC(C)N(Cc1cc2ccccc2[nH]c1=O)C(=O)C(C)(C)C	97	-9	-4	11	111	102	2	0.9	108
57	CCOC(=O)C1=C(C)C(c2ccccc2)NC(=S)N1 (stereo not drawn)	/	/	-4	63*	/	/	2	0.4	/
58	Cc1cc(C)c(C)c(Cn2c(CO)nc3ccccc32)c1C	84	-3	/	/	90	67	/	/	108
59	CCCn1c(N2CCN(CC(=O)c3c[nH]c4ccccc34)CC2)nc2c1c(=O)[nH]c(=O)n2C	93	-3	4	46	121	71	0	0.5	89
60	O=C(Cc1c(O)c2ccccc2[nH]c1=O)N(Cc1ccccc1)Cc1ccccc1	/	/	-4	2	/	/	-1	1	/

# Remaining list, next part:
no.	Structure	Lung fibro prol	ERa SRC1 inh	CD11b adhes inh	CYP2C19 inh	ERa SRC1 pot	H69AR growth 86K	Mac1 fbg enh	CYP2C19 activ	HUVEC inhibit
61	COc1ccc(CCNC(=O)CSc2nnc(CNC(=O)c3ccccc3F)o2)cc1OC	101	-5	-1	6	111	97	-3	0.9	106
62	CCOc1ccc2[nH]c(=O)c(CN(CC3COCCO3)C(=O)c3ccco3)cc2c1 (stereo not drawn)	103	-1[fluorescence artefact?]	0	-10	91	88	2	1.1	85
63	C/C(=C\C(=O)c1ccc(Br)cc1)N1CCCCC1	97	1	-14	7	115	91	4	0.9	101
64	O=C(NC1CCCCC1)N1CCC(n2cnc3ccccc32)CC1	101	-20	-2	-8	105	91	4	1.1	108
65	CC(C)(C)N1C(=O)Cc2c1nc(N)c1c(N)nc(N3CCCCC3CO)c(C#N)c21 (stereo not drawn)	88	4[fluorescence artefact?]	10	28	109[fluorescence artefact?]	20*	3	0.7	74
66	O=C1c2ccccc2S(=O)(=O)N1Cc1nnc(-c2ccccc2Br)o1	104	22	/	/	112	91	/	/	100
67	COc1ccccc1N1CCN(c2cc(=O)n(-c3ccc(Br)cc3)c(=O)[nH]2)CC1	/	/	8	7	/	/	-4	0.9	/
68	CN(C)C(=O)c1nc(C#N)c(N(C)C)o1	92	-6	-5	5	102	98	2	0.9	101
69	CS(=O)(=O)N(CC(=O)N1CCOCC1)Cc1ccccc1	106	-4	-3	12	102	98	-2	0.9	97
70	C(=N\Nc1nc2ccccc2s1)/c1ccco1	/	/	-1	19	/	/	-2	0.8	/
71	O=C(NC(C(=O)c1ccccc1)n1c(=O)cc[nH]c1=S)c1ccccc1 (stereo not drawn)	103	2	/	/	95	87	/	/	98
72	O=C1CC(C(=O)N2CCN(c3ccc(F)cc3)CC2)CN1CCc1ccccc1 (stereo not drawn)	90	0	-1	22	92	92	0	0.8	90
73	Cc1cccc(NC(=S)NCc2cccs2)c1C	89	-9	-15	52*	135[fluorescence artefact?]	88	9	0.5	96
74	CC(=O)c1cc(F)c(N2CCN(c3ccc([N+](=O)[O-])cc3F)CC2)cc1C	/	/	7	-8	/	/	-4	1.1	/
75	COc1ccc(C(=O)NCCSCc2ccco2)cc1OC	95	-15	-3	37	87	91	-3	0.6	85
76	COCCNC(=O)c1c(N)n(CCC2=CCCCC2)c2nc3ccccc3nc12	/	/	-14	92*	/	/	5	0.1	/
